High-throughput results: PubChem BioAssay, several laboratories
aDG glyco up – alpha-DG glycosylation activation; activation, % at 10 µM; 360,000 tested, 0.22% active; Pro5-aDG cells, alpha-DG glycosylation AlphaScreen (IIH6); 0% Pro5, 100% B10-LARGE cell signal;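 active = activation of at least 8% versus controls, or a plate z-score of at least 8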;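 note: Pro5 are CHO cells carrying HIG-tagged alpha-DG that lacks glycosylation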
NR2E3 ag-1 – human photoreceptor-specific nuclear receptor agonism. CHO-S Gal4-NCOR/VP16-NR2E3 two-hybrid, luciferase. Q9Y5X4. 360,000 tested, 0.35% active. AID 602229. inhibition of corepressor binding, % at 3.98 µM;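 active = inhibition above the mean of all tested compounds plus 3 SD, cut at about 70% in these data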;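 note: 0% = DMSO with NR2E3 transfected cells and 100% = cells lacking NR2E3 construct; higher means lower luciferase signal from less NR2E3 corepressor binding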
Target sequence (Q9Y5X4 whole entry, looked up, the tested form may be a part): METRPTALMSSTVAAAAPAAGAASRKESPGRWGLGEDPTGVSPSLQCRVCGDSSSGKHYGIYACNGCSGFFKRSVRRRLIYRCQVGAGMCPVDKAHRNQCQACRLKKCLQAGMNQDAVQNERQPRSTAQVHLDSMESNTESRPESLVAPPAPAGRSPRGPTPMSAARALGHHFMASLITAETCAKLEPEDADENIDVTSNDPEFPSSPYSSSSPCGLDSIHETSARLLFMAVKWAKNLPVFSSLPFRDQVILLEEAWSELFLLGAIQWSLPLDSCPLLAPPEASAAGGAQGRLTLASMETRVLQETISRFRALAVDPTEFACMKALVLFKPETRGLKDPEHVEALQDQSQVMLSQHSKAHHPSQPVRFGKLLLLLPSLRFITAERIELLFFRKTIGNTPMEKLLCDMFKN
TRPM1 prom inh – reduces MITF-dependent TRPM1 promoter luciferase signal | AID 488899 | 330,000 tested, 0.83% active | inhibition, % at 12.5 µM | SK-MEL-5 TRPM1 promoter luciferase, 24 h;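 active = mean inhibition across replicates of 60% or more, whatever share of single replicates reaches that level; inconclusive = some that reach 60%, reason not given; inactive = mean inhibition across replicates below 60%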; note: values of inactives mirror those of a sister screen read the other way
HIF-2a inh – inhibitors of HIF-2a. inhibition, % at 18.8 µM. 360,000 tested, 0.72% active. AID 624352. 786-0 RCC cells HIF-2a reporter, luciferase luminescence, overnight;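 active = inhibition of the luminescence signal of 40% or more relative to plate controls, in a single-dose primary screen at 18.75 µM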
Vif inh – HIV Vif inhibition; HEK293T cells, Vif self-association by quenched fluorescence, imaging, 24 h; inhibition, % at 7.49 µM; 340,000 tested, 0.35% active; in the data active = inhibition above about 50%, passing the limit was not always enough; inconclusive = no clear call, values can overlap the other calls; inactive = below about 31%; note: some results filed as inactive read as strong as hits
Peg3 promoter – Peg3 promoter activity inhibition. 360,000 tested, 1.7% active. inhibition, % at 20 µM. HeLa PEG-Prom luciferase reporter, luminescence, overnight. AID 588405;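 active = inhibition of at least 50% at 20 µM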
PDI turbidity – PDI (human) enzyme inhibition | AID 588391 | inhibition, % at 10 µM | PDI insulin aggregation turbidity, A650, 90 min | 350,000 tested, 0.052% active | P07237;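 active = mean inhibition across replicates of 30% or more, whatever share of single replicates reach that level; inconclusive = mean inhibition below 30% while every single replicate reaches 30%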;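 note: absorbance from insulin aggregation driven by PDI reduction with DTT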
Target sequence (P07237 whole entry, looked up): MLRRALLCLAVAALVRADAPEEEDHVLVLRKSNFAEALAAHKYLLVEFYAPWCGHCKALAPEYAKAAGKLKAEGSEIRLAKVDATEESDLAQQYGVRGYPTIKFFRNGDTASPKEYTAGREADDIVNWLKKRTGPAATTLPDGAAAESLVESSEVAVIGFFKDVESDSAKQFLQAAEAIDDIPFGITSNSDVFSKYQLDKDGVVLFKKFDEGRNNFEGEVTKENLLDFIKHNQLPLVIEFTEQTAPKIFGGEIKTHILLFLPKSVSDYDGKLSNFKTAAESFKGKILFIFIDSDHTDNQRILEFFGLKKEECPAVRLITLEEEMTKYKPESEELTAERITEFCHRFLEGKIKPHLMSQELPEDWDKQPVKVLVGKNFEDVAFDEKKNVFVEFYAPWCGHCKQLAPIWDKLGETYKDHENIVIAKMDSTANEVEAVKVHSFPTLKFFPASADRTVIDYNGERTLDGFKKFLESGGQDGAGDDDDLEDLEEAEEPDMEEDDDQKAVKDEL
Granule exo inh – blocks lytic granule exocytosis; TALL-104 LAMP-1 surface exposure, flow cytometry; cells stimulated with thapsigargin and PMA; AID 651702; inhibition, % at 10 µM; 360,000 tested, 0.66% active;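 active = inhibition above about 55%, limit read from the data; inconclusive = no clear call, values can overlap the other calls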
CaV13 FRET inh – Disruptors of the CACNA1D IQ motif to Ca2+-dependent inactivation inhibitor domain association, primary screening, Förster resonance energy transfer in intact living …. HEK cells, CFP/YFP FRET ICDI-IQ, plate reader, 10 min; percent FRET-ratio fall versus neutral wells. inhibition, % at 12.3 µM. 340,000 tested, 0.098% active;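 active = mean replicate inhibition of at least 30% and at least 1% of replicates passing that level; inconclusive = only one of the two criteria is met; inactive = neither criterion is met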;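 note: 0% = median of the neutral control wells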
hiPSC survival – hiPSC single-cell survival enhancement. 360,000 tested, 0.044% active. survival enhancement, % at 20 µM. ATPlite luminescence; 100% = ROCK inhibitor wells, 0% = DMSO; in the data active = survival enhancement above about 18%;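 note: cells exposed to compounds for 16 hours before the ATP read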
NR2E3 ag-2 – NR2E3 (human) agonism; GST-NR2E3/biotin-RetCOR TR-FRET, 1536-well; inhibition of corepressor binding, % at 4.78 µM; 320,000 tested, 0.12% active; AID 2300;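 active = percent inhibition above the cutoff of mean plus 3 SD of all tested compounds, set per screening campaign, cut at about 20% in these data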;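 note: 0% = DMSO wells and 100% = biotin wells as full block of FRET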
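Material: NR2E3–RetCOR corepressor complex / Incubation: Compound–protein incubation for 5 h at 4 °C / Dosing: compound at 4.8 µM, single dose / Detection: time-resolved FRET / Benchmarks: high control biotin, low control 0.6% DMSO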
* = called active by the depositor; u = inconclusive; x = no result given; + = active, no number.

SMILES	aDG glyco up	NR2E3 ag-1	TRPM1 prom inh	HIF-2a inh	Vif inh	Peg3 promoter	PDI turbidity	Granule exo inh	CaV13 FRET inh	hiPSC survival	NR2E3 ag-2
O=C(c1cc(COc2ccc(F)c(F)c2)on1)N1CCN(C/C=C/c2ccccc2)CC1	0.2	15.7	-27.3	-110.8	-3.3	-51.8	0.3	15.3	-3.9	-0.5	x
CC(C)C(NC(=O)c1cccs1)c1nnc(SCC(=O)Nc2nccs2)n1C (stereo unspecified)	0.0	8.2	-5.0	-5.9	-1.5	-9.9	10.7	1.1	-6.7	0.7	-4.3
CC(C)(C)C(=O)OCc1nc(-c2ccc(O)c(O)c2)cs1	-0.1	-17.3	-7.7	-0.5	u	-19.1	4.6	9.8	-4.2	0.0	0.5
O=C1[C@H]2[C@H](C=CC[C@H]2C(=O)N2CCOCC2)CCN1Cc1ccccc1	0.1	1.1	4.0	11.2	35.8	-6.1	-0.1	-5.4	-12.1	2.1	-0.1
NS(=O)(=O)c1ccc(CNC(=O)c2cc(-c3ccccn3)nc3ccc(Cl)cc23)cc1	-0.2	-7.1	10.6	25.0	-5.5	5.6	-4.4	-1.2	-6.7	-0.3	-171.9
CCOc1ccc(NS(=O)(=O)c2ccc(C(=O)NCC(c3ccc(OC)cc3)N3CCOCC3)cc2)cc1 (stereo unspecified)	0.1	15.4	-5.1	15.1	-13.6	17.8	7.0	5.8	-11.6	0.2	-3.1
Cc1nc(NC(=O)CN2CCOCC2)sc1-c1ccccc1	5.2	-77.4	-52.0	-191.9	-4.0	-182.3	0.8	-0.9	x	-3.6	2.9
CC1CCCN(C(=O)c2ccc3c(=O)n4nc(Nc5ccccc5)sc4nc3c2)C1 (stereo unspecified)	-0.2	-22.6	x	15.2	-4.6	43.3	-1.2	2.2	-6.8	3.0	x
O=C(c1cnn2c(C(F)(F)F)cc(-c3ccccc3)nc12)N1CCCc2ccccc21	-0.1	-7.2	2.1	-28.0	x	-13.4	-5.8	2.6	-7.0	0.3	-0.4
O=C(COC(=O)C(c1ccccc1)c1ccccc1)NCc1ccco1	0.1	-27.5	11.5	25.1	-2.6	14.0	0.8	-0.9	2.8	3.2	4.8
Cc1cccc(CCNC(=O)c2cc(S(=O)(=O)N3CCCCC3)c[nH]2)c1	0.7	-3.3	x	20.8	8.6	9.9	-9.4	10.7	-7.1	0.0	2.8
O=C(NC1CCCCC1)C(c1c(F)cccc1Cl)N(C(=O)c1csnn1)C1CC1 (stereo unspecified)	0.1	-10.5	-1.8	14.0	-1.9	15.9	-5.1	9.5	-4.7	-0.4	1.2
O=C(Nc1ccc(Cc2ccncc2)cc1)c1ccc(Br)o1	-0.1	-46.6	-21.0	-210.0	-2.1	-182.1	-7.7	-1.5	-5.4	4.7	1.3
C/C=C/c1ccc(OCCCCN2CCN(CC)CC2)c(OC)c1	4.1	-14.8	0.7	-23.9	1.7	-15.5	-0.9	-0.8	-0.9	3.9	1.0
Cc1cccnc1NC(=O)Nc1ccccc1	0.0	-67.1	-69.3	-266.1	-0.8	-178.6	4.4	1.5	-6.7	-0.1	-0.2
COc1ccc(OC)c2c(C)cc(C)nc12	0.1	-4.4	-0.7	-1.5	1.3	3.2	0.4	-0.3	-5.5	-0.7	-0.4
COc1ccc(OC)c(CCNC(=O)CC2Oc3ccccc3NC2=O)c1 (stereo unspecified)	0.2	-21.2	17.8	6.1	-11.5	17.0	-1.6	2.4	8.5	2.0	0.6
COc1ccccc1-c1cc2ccccc2[nH]1	0.2	-67.5	-66.3	-254.1	-4.6	-241.4	-1.2	-2.6	-7.0	4.7	2.0
Cc1cc(C)c(N=Cc2c(O)c3ccccc3oc2=O)c(C)c1	0.0	-7.4	-48.1	-199.4	-3.0	-182.7	4.6	-3.8	-1.7	-0.7	2.1
CCc1[nH]nc2c1C1(C(=O)N(Cc3ccccc3)c3ccccc31)C(C#N)=C(N)O2 (stereo unspecified)	-0.1	-25.0	8.5	-0.4	8.9	-4.2	8.7	-2.3	x	2.5	-1.0
COc1cc(C2Nc3cc(C)c(C)cc3NC3=C2C(=O)CC(C)(C)C3)ccc1OC(C)=O (stereo unspecified)	-0.1	-11.1	-2.7	11.4	0.0	10.4	1.7	-0.3	-12.2	0.1	3.1
COc1cccc(C(=O)NCc2ccccc2OC)c1	0.0	-9.9	3.3	-9.1	-2.6	-4.2	18.0	-1.6	x	-2.0	0.7
CCN(CC)c1ccc2cc(C#N)c(=O)oc2c1	-0.1	-15.4	-2.9	11.9	-0.6	-8.4	-6.5	0.2	+	-0.4	-1.7
CC1CC(C)CN(C(=O)CSc2nc(N)cc(=O)[nH]2)C1 (stereo unspecified)	-0.3	-11.0	-17.4	12.5	3.6	-7.5	1.2	0.6	1.8	-0.7	2.2
Cc1cccn2c(=O)c(/C=N/O)c(N3CCOCC3)nc12	0.4	-28.7	3.3	23.6	-1.0	8.8	2.9	5.1	-3.9	-0.1	3.6
C[C@]12c3[nH]c4ccccc4c3CCN1C(=O)C(CC(=O)NCc1cccc(C(F)(F)F)c1)C[C@@H]2C(=O)N1CCCCC1 (stereo partly specified)	0.5	-31.4	15.3	-3.3	x	10.4	4.7	16.4	-5.3	-1.0	x
CC1(C)OC(C(N)=O)C(C(N)=O)O1 (stereo unspecified)	-0.1	-11.7	4.5	11.0	10.9	4.7	11.4	0.7	-4.3	-1.0	-1.6
O=C(NCCC1CCCCN1S(=O)(=O)c1ccc(F)cc1)C(=O)NCc1ccncc1 (stereo unspecified)	0.1	15.8	13.4	43.1*	-0.5	23.0	10.8	-0.6	-0.8	-0.2	1.4
C/C(=N\NC(=S)NC(C)C)c1cccc([N+](=O)[O-])c1	2.2	10.2	10.0	-12.8	0.0	-61.0	-15.6	6.3	-2.4	0.7	-1.6
COc1ccc(Cl)cc1S(=O)(=O)NC1CC(C)(C)NC(C)(C)C1	0.9	3.3	1.1	4.0	-0.5	-1.9	1.8	-5.1	-4.7	5.3	1.3
CCCCOc1ccc(C(=O)N2CCN(c3ccc(N4CCOCC4)nn3)CC2)cc1	-0.1	27.7	7.1	-4.6	1.4	-6.8	-1.5	-9.1	-14.7	-0.4	-1.6
O=C(CN1C(=O)NC2(CCc3ccccc32)C1=O)c1ccc(F)cc1 (stereo unspecified)	-0.3	-9.8	-2.9	4.5	-0.6	-3.5	7.3	9.1	-6.1	-0.5	-0.2
CCCc1[nH]n(-c2ccc([N+](=O)[O-])cc2)c(=O)c1C(C)=NCc1ccncc1	-0.1	-27.8	-7.8	-17.0	-2.2	0.0	2.5	u	-2.2	-0.3	-1.9
FC(F)Oc1ccc(NC(=S)NCCc2ccccn2)cc1	-0.3	-20.0	-24.9	-44.8	7.3	-48.9	-3.1	-2.2	-1.8	1.6	6.4
c1ccc(COc2ncnc3c2ncn3CCCNC2CCN(Cc3ccccc3)CC2)cc1	0.7	11.1	x	-30.3	-3.7	61.4*	-7.8	50.2	-2.8	-2.3	x
CCOc1ccc(C2CC(c3cccc(OC)c3)Nc3nc(N)nn32)cc1 (stereo unspecified)	-0.2	-28.1	x	3.4	4.1	-12.8	x	0.7	-2.3	1.0	3.0

Rewritten comma-delimited: part of the list above
smiles,aDG glyco up,NR2E3 ag-1,TRPM1 prom inh,HIF-2a inh,Vif inh,Peg3 promoter,PDI turbidity,Granule exo inh,CaV13 FRET inh,hiPSC survival,NR2E3 ag-2
C[C@]12c3[nH]c4ccccc4c3CCN1C(=O)C(CC(=O)NCc1cccc(C(F)(F)F)c1)C[C@@H]2C(=O)N1CCCCC1 (stereo partly specified),0.5,-31.4,15.3,-3.3,x,10.4,4.7,16.4,-5.3,-1.0,x
CC1(C)OC(C(N)=O)C(C(N)=O)O1 (stereo unspecified),-0.1,-11.7,4.5,11.0,10.9,4.7,11.4,0.7,-4.3,-1.0,-1.6

A few values from above.
`CCOc1ccc(C2CC(c3cccc(OC)c3)Nc3nc(N)nn32)cc1` (stereo unspecified) – Vif inh: 4.1
`O=C(NCCC1CCCCN1S(=O)(=O)c1ccc(F)cc1)C(=O)NCc1ccncc1` (stereo unspecified) – NR2E3 ag-1: 15.8
`CCCc1[nH]n(-c2ccc([N+](=O)[O-])cc2)c(=O)c1C(C)=NCc1ccncc1` – HIF-2a inh: -17.0
`O=C(CN1C(=O)NC2(CCc3ccccc32)C1=O)c1ccc(F)cc1` (stereo unspecified) – PDI turbidity: 7.3
`CCCCOc1ccc(C(=O)N2CCN(c3ccc(N4CCOCC4)nn3)CC2)cc1` – Vif inh: 1.4

Following part:
SMILES	aDG glyco up	NR2E3 ag-1	TRPM1 prom inh	HIF-2a inh	Vif inh	Peg3 promoter	PDI turbidity	Granule exo inh	CaV13 FRET inh	hiPSC survival	NR2E3 ag-2
O=c1cc(C(F)(F)F)c2sc(N3CCCCC3)nc2[nH]1	0.0	-21.2	1.1	-34.5	-0.1	-19.9	-0.2	-2.6	x	3.2	3.5
O=C(Nc1c(C(=O)c2ccccc2)oc2ccccc12)c1cc(-c2ccccc2O)n[nH]1	-0.4	0.5	-0.1	4.1	2.0	2.5	1.4	13.5	-5.6	-1.2	3.0
Cc1ccc(OCCCNCCO)c(Br)c1	0.9	-27.5	23.1	-37.1	8.9	1.6	4.0	1.7	-2.5	-0.4	-2.7
O=c1c(C(c2ccc(Br)cc2)c2c(O)nc3n(c2=O)CCCS3)c(O)nc2n1CCCS2	-0.2	4.8	8.6	11.3	5.9	10.5	3.2	-0.5	-4.7	0.0	0.0
CC(C)/C=C(/C(=O)c1ccc(Cl)cc1Cl)n1cncn1	0.4	-12.2	32.6	18.1	27.1	3.3	1.4	55.4	-13.3	-0.6	1.3
COc1cc(NC(=O)CN2C(=O)c3ccccc3S2(=O)=O)cc(OC)c1	0.1	-27.6	5.5	8.8	-6.2	15.2	5.4	-1.5	-3.2	-0.2	2.4
O=C(Cc1ccccc1)N1CCc2ccccc21	0.1	-24.4	-28.4	-100.3	-1.4	-43.8	3.7	1.4	-9.6	-0.2	5.4
Cc1ccc(N(CC(=O)NC(C)(C)C)C(=O)CCC(=O)Nc2ccccn2)c(C)c1	-0.2	-44.0	x	6.6	x	4.9	-6.6	-7.1	-5.9	2.8	x
Oc1c(Br)cc(/C=N/n2c(-c3ccccc3)n[nH]c2=S)c(O)c1Br	-0.1	-4.7	-4.6	26.9	-3.0	13.3	3.5	-0.1	x	1.3	x
COC(=O)c1cn(C(=O)c2cccc(C)c2)c2ccccc12	0.0	9.6	-4.8	-2.7	10.9	6.5	4.6	1.9	-2.7	-0.5	-3.2
CC(C)=CC(=O)Nc1nnc(-c2ccccc2)s1	-0.1	-41.5	-46.4	-267.0	x	-271.1	-4.9	-3.7	-7.1	0.2	-0.7
O=C(CCSc1ccc(Cl)cc1)NCc1ccccn1	-0.3	-19.9	4.3	-10.5	2.0	-16.3	-4.1	2.4	-6.1	-0.4	-2.0
Cc1ccc(C(=O)Nc2ccon2)cc1S(=O)(=O)N1CCOCC1	-0.1	-16.9	5.6	5.3	6.7	5.1	2.9	-1.7	-5.3	0.3	1.6
Cc1ccc([N+](=O)[O-])cc1NC(=O)CN(C)CCOc1ccccc1	0.3	5.4	1.0	-9.7	-3.4	3.2	1.3	13.1	-2.8	-0.7	-4.0
